High-throughput results deposited in PubChem BioAssay by National Center for Advancing Translational Sciences (NCATS).
Sm TGR inh: inhibitors of Schistosoma mansoni thioredoxin glutathione reductase; Potency, µM (highest dose often 114 µM), without a hit: at the top dose activity change, negative = inhibition, hits mostly inhibitors; purified TGR, DTNB reduction, TNB absorbance 405 nm; actives 3% (n = 360,000); Q962Y6; AID 485364; also: potency is read from the fitted curve at half-maximal effect; nearly all actives have a fitted effect of over 60% in size
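First, TGR (20 nM dispensed) and NADPH were mixed with compound. Second, a 15 min room-temperature incubation followed. Third, further NADPH and then DTNB were added to start the reaction. Finally, TNB absorbance was monitored kinetically.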
AmpC detergent: inhibitors of E. coli AmpC beta-lactamase with detergent; P00811; AmpC hydrolysis of nitrocefin, absorbance 480 nm, 0.01% Triton; Potency, µM (series often up to 114 µM), without a hit: at the highest dose activity change, negative = inhibition, actives largely listed as inhibitors; actives 0.041% (n = 370,000);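 also: potency is read from the fitted curve at half-maximal effect; 0% = no-compound wells and -100% = no-enzyme wells; nearly all actives have a fitted effect of over 25% in size; some results filed as inactive show a strong effect at the top dose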
Target sequence (P00811 whole entry, looked up): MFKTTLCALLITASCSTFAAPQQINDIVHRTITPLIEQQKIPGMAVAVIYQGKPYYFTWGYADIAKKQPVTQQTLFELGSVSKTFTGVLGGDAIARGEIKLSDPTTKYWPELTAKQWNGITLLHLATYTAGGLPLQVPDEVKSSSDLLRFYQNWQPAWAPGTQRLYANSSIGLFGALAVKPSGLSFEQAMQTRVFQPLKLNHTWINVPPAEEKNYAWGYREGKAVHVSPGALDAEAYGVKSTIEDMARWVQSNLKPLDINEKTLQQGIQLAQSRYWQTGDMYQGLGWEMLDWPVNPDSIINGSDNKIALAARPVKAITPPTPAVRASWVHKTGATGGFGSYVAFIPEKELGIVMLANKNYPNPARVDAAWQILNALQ
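AmpC (5.3 nM in the dispensed reagent) in 20 mM phosphate pH 7.0 with 0.01% (detergent screen) or 0.0001% Triton X-100 was preincubated with compounds for 15 min at room temperature. Nitrocefin was then added from an 800 uM solution, and hydrolysis was followed at 480 nm.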
AmpC inh no detg: blocks E. coli AmpC beta-lactamase in detergent-free assay | P00811 | AmpC nitrocefin hydrolysis, absorbance 480 nm, 0.0001% Triton | Potency, µM (series often up to 57.1 µM), inactives show top-dose activity change, negative = inhibition, actives largely listed as inhibitors | actives 0.52% (n = 330,000) | AID 485341;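 also: potency is read from the fitted curve at half-maximal effect; plate controls were no compound for no effect and no enzyme for full effect; nearly all actives have a fitted effect of over 20% in size; some results filed as inactive show a strong effect at the top dose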
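20 mM phosphate pH 7.0 + 0.01% (detergent screen) or 0.0001% Triton X-100; 5.3 nM AmpC reagent; cpd preinc 15 min RT; nitrocefin (800 uM stock) to start; A480 q20 s × 4 min; Activity was normalised to no-enzyme and no-compound control wells.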
FBPA Giardia inh: blocks Giardia fructose-bisphosphate aldolase activity | A8B2U2 | purified Giardia FBPA | actives 0.71% (n = 290,000) | Potency, µM (titrated, usually from 59.6 µM), inactives show at the top dose activity, negative = inhibition, usual class: inhibitors | AID 2451; also: potency is read from the fitted curve at half-maximal effect; nearly all actives have a fitted effect of over 55% in size
Target sequence (A8B2U2 whole entry, looked up): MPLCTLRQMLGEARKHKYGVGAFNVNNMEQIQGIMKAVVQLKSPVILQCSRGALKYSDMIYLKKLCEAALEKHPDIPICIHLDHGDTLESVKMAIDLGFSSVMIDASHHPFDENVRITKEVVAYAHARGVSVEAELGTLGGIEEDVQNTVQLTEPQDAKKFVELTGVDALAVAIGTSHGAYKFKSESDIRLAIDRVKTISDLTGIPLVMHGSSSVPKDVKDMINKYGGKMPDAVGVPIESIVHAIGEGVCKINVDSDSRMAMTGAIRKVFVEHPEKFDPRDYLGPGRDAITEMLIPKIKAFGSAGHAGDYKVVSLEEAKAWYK
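Giardia FBPA (40 nM reagent) was preincubated 10 min at RT with compound (up to 57.5 uM final), then substrate plus GAPDH/TPI/NAD/arsenate coupling system with diaphorase/resazurin was added; resorufin fluorescence (525/598 nm) was read after 20 min.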
HCMV inh: inhibitors of human cytomegalovirus. HFF cells, HCMV-luciferase reporter, 72 h; hits give low values. activity change, negative = inhibition, % at 57.5 µM. actives 4.5% (n = 410,000). AID 1259415; in the data active = activity change below about -60%; inconclusive = no clear call, values can overlap the other calls; inactive = above about -39%
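Compounds were evaluated in HFFs infected with an HCMV luciferase reporter virus (MOI 1 PFU/cell). Luciferase in lysates collected 72 h post infection served as the replication measure.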
AMA1 RON2 block: AMA1-RON2 (P. falciparum) interaction inhibition; Potency, µM (top dose mostly 58.2 µM), for inactives: at the top dose activity change, negative = inhibition, actives largely listed as inhibitors; AlphaScreen AMA1-biotinylated RON2 peptide binding; actives 0.2% (n = 360,000); AID 720542;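 also: potency is read from the fitted curve at half-maximal effect; 0% = vehicle wells and -100% = peptide control; nearly all actives have a fitted effect of over 45% in size; some results filed as inactive show a strong effect at the top dose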
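AMA1 (3D7) with his tag at 25 nM final met compounds first, then biotinylated RON2 peptide at 25 nM; detection used donor plus acceptor beads, 10 µg/mL apiece, read by AlphaScreen after 30 min at room temperature.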
* hit, by the source's call; ? = inconclusive; . = not tested or not shown; & = joins results of further samples; [ ] = another dose, or the depositor's remark. Unless noted, calls follow the shape of the dose curve; as a rule, active = well fitted curve in the direction sought with a large enough effect; inconclusive = small, poorly fitted or top-dose-only effect, or another doubt; inactive = no such curve, though single readings can be large; an effect the other way counts as inactive or inconclusive. Unless noted, % is scaled to controls: 0 for no effect and ±100 for the full control effect.

SMILES	Sm TGR inh	AmpC detergent	AmpC inh no detg	FBPA Giardia inh	HCMV inh	AMA1 RON2 block
CCOP(=O)(OCC)C(NC(=O)Nc1cccc(Cl)c1)c1ccccc1 (stereo unspecified)	-10%	-22%	29%	-1%	-20	-6%
COc1ccc(C(=O)C2CCCN(Cc3cnc(C)s3)C2)cc1OC (stereo unspecified)	14%	4%	-4%	1%	?	6%
CCCC(=O)Nc1ccccc1NC(=O)CN(C)S(=O)(=O)c1ccc(C)cc1	4%	3%	-11%	0%	41	-4%
Cc1ccc(-n2c(SCC(=O)NCC3CCCO3)nc3ccccc3c2=O)cc1C (stereo unspecified)	2%	?	65%[activator]	.	?	-6%
Cc1ccc2cccc(NC(=S)NC(=O)c3ccn(C)n3)c2n1	-8%	2%	6%	?	78	29%
Cc1cccc(-c2noc(-c3ccc(NC4CCCC4)c([N+](=O)[O-])c3)n2)c1	-9%	15%	.	.	25	.
c1ccc(CSc2nnc(Cc3ccccn3)o2)cc1	0%	?	-8%	-1%	0	-10%
CCOc1ccc(S(=O)(=O)NCC2CCCO2)cc1 (stereo unspecified)	-23%	-1%	-11%	9%	-9	0%
Cc1ccc(-c2c[n+](CC(=O)Nc3nc(-c4ccccc4)cs3)c3n2CCC3)cc1	-6%	3%	74%[activator]	-5%	17	0%
Cc1cc2c(cc1S(=O)(=O)NCc1ccccc1Cl)OCCN2C	5%&24%	-3%&17%	-16%	-20%	-7&-36	-28%
CCN(CC)C(=O)c1sc2nc(N3CCOCC3)c3c(c2c1N)CCCC3	?	3%	15%	-18%	?	-8%
CCc1ccc(C(=O)NC(C(=O)O)C(C)C)cc1 (stereo unspecified)	4%	3%	-14%	8%	24	13%
CSc1ccccc1N=CC1=C(O)CC(C)(C)CC1=O	1%	-13%	-3%	3%	-33	45%[activator]
N#CC1(NC(=O)COC(=O)CNC(=O)c2sc3ccccc3c2Cl)CCCCC1	-1%	-6%	-14%	.	-8	-6%
O=[N+]([O-])c1cccc(/C=N/N2CCN(c3ccccn3)CC2)c1	2%	-5%	-6%	-5%	-38	0%
COc1cc(C(C)=O)ccc1OCC(=O)OCCCOC(=O)COc1ccc(C(C)=O)cc1OC	4%	4%	53%	11%	16	-5%
CC(C)(O)C#Cc1ccc(CN2CCN(CCc3ccccc3)C(CCO)C2)s1 (stereo unspecified)	17%	3%	97%[activator]	0%	-29	-1%
Cc1csc(NC(=O)CSc2nnc3c4ccccc4nc(C(C)(C)C)n23)n1	9%	?	105%[activator]	3%	?	-8%
Cc1cc(C)n(-c2nc(NCCN(C)C)c3c4c(sc3n2)CCCC4)n1	4%	-11%	130%[activator]	4%	-82*	6%
Oc1ccc(Cl)cc1/C=N/c1nc2ccccc2[nH]1	-6%	5%	-11%	-19%	230	23%
CCC(Cc1ccccc1)NS(=O)(=O)c1csc(C(N)=O)c1 (stereo unspecified)	1%	2%	-10%	18%	26	-5%
COc1ccc(Oc2nc3c(c(=O)n(C)c(=O)n3C)n2Cc2ccc(Cl)cc2Cl)cc1	9%	12%	.	.	6	.
CCOC(=O)C1CCN(C(=O)c2ccc(SC)cc2OC)CC1	0%	?	-6%	7%	0	0%
CC1=[N+]([O-])C(C)(C)C(C)N(O)C1=O (stereo unspecified)	4%	?	-8%	-3%	6	-3%
COc1ccc(NC(=O)CCSc2nc(-c3ccco3)cc(C(F)(F)F)n2)cc1OC	-7%	-3%	.	.	-15	.
Cn1cc(-c2cc3n(n2)CCC(=O)N3CCCC(=O)Nc2ccc(F)cc2F)c2ccccc21	-1%	-3%	.	.	-37	.
COC(=O)CCSCC(=O)Nc1ccc(S(=O)(=O)N2CCOCC2)cc1OC	0%	1%	20%	3%	-26	1%
CN(Cc1ccccc1)C(=O)CN1C(=O)CSc2ccc(S(=O)(=O)N3CCOCC3)cc21	8%	-1%	.	.	?	.
CCCN(CCC)C(=O)CC(c1ccccc1)c1ccco1 (stereo unspecified)	14µM*	-13%	52%	-2%	5	-10%
COc1ccccc1C(=O)Nc1ccccc1OCc1cc(=O)n2cc(C)sc2n1	7%	12%	.	.	3	.
Cc1ccccc1NC(=O)c1cccc(S(=O)(=O)Oc2ccc([N+](=O)[O-])cc2)c1	15%	1%	-31%	-23%	-29	12%
C1=C(c2cccc3ccccc23)N2CCN=C2S1	5%	-16%	-18%	3%	40	-3%
CC(=O)NCCC(=O)Nc1nc2c(ccc3ccccc32)s1	-4%	?	7%	0%	16	-4%
Brc1ccc(-n2nc(-c3ccccc3)c3cnc4cc5c(cc4c32)OCO5)cc1	4%	0%	.	.	-19	.
C#CCOCCOCCOCCNc1nc(N2CCN(C(=O)[C@H]([C@@H](C)CC)n3cc([C@@H](N)CC(C)C)nn3)CC2)nc(N2CCN(C(=O)[C@H](Cc3cc4ccccc4[nH]3)n3cc([C@@H](N)C(C)CC)nn3)CC2)n1 (stereo partly specified)	?	-4%	206%[activator]	3%	.	.
Cc1ccccc1N1CCN(C2CCCN(C(=O)CN3CCCC3=O)C2)CC1 (stereo unspecified)	-13%	1%	52%	.	-22	-24%
CCc1ccc(-c2cc(C)no2)cc1S(=O)(=O)N1CCN(c2cc(C)ccc2C)CC1	-10%	1%	-15%	-2%	0	-6%
Cc1cc(NC(=O)CSc2nnc3ccccn23)no1	-8%	-5%	-37%	2%	-5	11%
CCOCCCNC(=O)c1ccc2c(c1)NC(=O)C(CS(=O)(=O)Cc1ccc(F)cc1Cl)N2 (stereo unspecified)	-19%	-6%	.	.	-15	.
COc1ccc(C2NC(=O)NC3=C2CCc2ccccc23)cc1 (stereo unspecified)	0%[11.4 µM]	-8%	-13%	?	.	11%
N#CCCN(C(=O)COC(=O)C12CC3CC(CC(O)(C3)C1)C2)c1ccc(F)cc1	-13%	3%	38%	.	4	54%[activator]
CC1CN(CCC(=O)Nc2ccccc2F)CC(C)O1 (stereo unspecified)	?	4%	-13%	10%	-1	0%
COc1ccccc1-c1noc(-c2ccc(NC(C)C)c([N+](=O)[O-])c2)n1	28%	8%	.	.	52	.
Cc1ccc(-n2nc3c(c2NC(=O)c2ccco2)CS(=O)(=O)C3)cc1	?	-2%	-23%	-8%	14	0%
C=CCC(COCc1ccccc1)NS(=O)(=O)c1ccccc1Br (stereo unspecified)	10%	4%	-19%	-11%&-15%	9	4%
COc1ccc(CCNc2cc(-c3ccccc3)nc3ncnn23)cc1	-22%	1%	0%	.	?	2%
Cc1ccc(Cn2c(=O)c3cccnc3n(Cc3ccc(F)cc3)c2=O)cc1	4%	14%	.	.	7	.
Cc1[nH]c(-c2ccco2)nc1C(=O)O	?	-11%	-6%	?	-111*	22%
O=C(O)c1cc(S(=O)(=O)NCCOc2ccccc2)ccc1Cl	.	.	-8%	.	-5	4%
O=C(N/N=C/c1cccnc1)c1ccccc1Cl	10%	-9%	-17%	7%	-16	-5%
CCN(C[C@H]1N[C@@](C)(C(=O)OC)[C@H]2C(=O)N(Cc3ccccc3)C(=O)[C@@H]12)C(=O)Nc1ccc(C)cc1	.	.	18%	.	1	8%
CCCc1nc2oc(C(=O)OCC)c(N)c2c2c1COC(C)(C)C2	-5%	?	-1%	-1%	-24	5%
O=C(Nc1ccccc1-c1nnc(SCc2ccccc2Cl)o1)c1ccccc1	-18%	-5%	-13%	3%	26	-3%
COc1cc(C=C2C(=O)OC(C)(C)OC2=O)cc(Cl)c1OCC(=O)Nc1ccccc1	-8%	3%	-6%	5%	-18	0%
O=C(CSc1cn[nH]n1)Nc1ccc(Cl)cc1Cl	-4%	-6%	-32%	15%	-31	50%[activator]
O=C(Cn1nnc2ccccc21)N/N=C\c1cccs1	-14%	-7%	-9%	1%	?	20%
COc1ccc(Cn2c(=O)c3oc4ccccc4c3n(Cc3cccc(C)c3)c2=O)cc1	1%	-8%	.	.	-12	.
CC(C)(C)NC(=O)CCN(/N=C/c1ccncc1)C1=NS(=O)(=O)c2ccccc21	10%	10%	20%	-25%	?	3%
COc1c(C)cccc1C(=O)NCCCNC(=O)c1ccc(C)nc1	-4%	-3%	-1%	3%	-11	10%
c1ccc(N2CCN(c3nc4ccccc4n4cnnc34)CC2)cc1	4%	-14%	1%	4%	-38	-5%
C=CCSC1=C(C#N)C(c2ccccc2C)CC(=O)N1 (stereo unspecified)	-16%	-1%	-12%	-20%	21	-5%
